Assay outcomes: PubChem BioAssay, several laboratories
SUMO1 PPI mod: modulators of SUMO1 protein-protein interactions, primary screen, biochemical, uHTS; inhibition, % at 20 µM; SUMO1 binding to a labelled peptide, TR-FRET, 1 h; Small ubiquitin-related modifier 1 (Homo sapiens), P63165; 360,000 compounds, 0.33% hits; in the data active = inhibition above about 37%
Target sequence (P63165 whole entry, looked up): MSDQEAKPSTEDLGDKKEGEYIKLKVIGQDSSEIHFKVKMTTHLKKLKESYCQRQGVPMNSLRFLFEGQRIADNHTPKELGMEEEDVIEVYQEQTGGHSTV
Scp1 inh: Scp-1 phosphatase inhibitors, primary screen, biochemical, colorimetric, uHTS. Recombinant Scp1, phosphopeptide, malachite green phosphate absorbance. 340,000 compounds, 0.88% hits. Carboxy-terminal domain RNA polymerase II polypeptide A small phosphatase 1 (Homo …. inhibition, % at 20 µM. AID 493091, 2011;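 active = inhibition above about 50% at 20 µM, limit read from the data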;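 also: plate controls were DMSO wells with enzyme for no effect and wells lacking enzyme for full effect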
Target sequence (Q9GZU7 76-261 limits assumed): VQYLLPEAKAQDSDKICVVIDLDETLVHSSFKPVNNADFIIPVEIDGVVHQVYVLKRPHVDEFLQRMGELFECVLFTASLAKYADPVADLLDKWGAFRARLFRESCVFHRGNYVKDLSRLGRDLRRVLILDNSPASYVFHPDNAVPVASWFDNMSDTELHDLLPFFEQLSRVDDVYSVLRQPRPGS
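Times: enzyme reaction 45 min at room temperature, colour 5 min, stabilisation 30 min. Material: SCP-1 catalytic fragment, aa 76-261. Medium: Acidic Tris acetate buffer with magnesium and detergent. Signal: colorimetric free-phosphate detection, absorbance 630 nm. Read-out basis: % inhibition of SCP-1 phosphate liberation. Reagent: Phosphorylated 17-residue peptide substrate.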
Rpn11 inh: Rpn11 (PSMD14) deubiquitinase inhibitors, primary screen, biochemical, fluorescence polarization, uHTS; 26S proteasome non-ATPase regulatory subunit 14 (Homo sapiens), O00487; human 26S proteasome, Ub4-pepOG fluorescence polarization; 20S core pre-blocked with epoxomicin; calls only at 20 µM; 360,000 compounds, 0.59% hits;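 active = inhibition at 20 µM, scaled to each plate's controls, above about 33%, limit read from the data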
LMPTP block: LMPTP phosphatase inhibitors, primary screen, biochemical, fluorescence intensity, uHTS; inhibition, % at 20 µM; 360,000 compounds, 0.22% hits; Low molecular weight phosphotyrosine protein phosphatase (Homo sapiens), P24666; AID 651560, 2012; recombinant LMPTP-A, OMFP fluorogenic substrate;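 active = compounds that cut the enzyme signal by at least half of the control window in the single-dose screen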;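 also: plate controls were DMSO wells with enzyme plus substrate for no effect and substrate without enzyme for full effect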
Target sequence (P24666 whole entry, looked up): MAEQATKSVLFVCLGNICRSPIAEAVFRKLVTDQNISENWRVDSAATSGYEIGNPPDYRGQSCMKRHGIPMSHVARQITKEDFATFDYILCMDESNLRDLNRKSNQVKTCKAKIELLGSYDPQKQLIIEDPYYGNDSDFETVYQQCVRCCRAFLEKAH
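Test system: LMPTP-A phosphatase enzyme. Amount: LMPTP-A at 0.625 nM final in the reaction. Reagent: OMFP substrate, 400 µM final. Times: 50 min at room temperature. Signal: endpoint fluorescence intensity from OMFP dephosphorylation. Read-out basis: % inhibition. Benchmarks: no-enzyme and uninhibited controls.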
Tb MetRS inh: T. brucei MetRS inhibitors, primary screen, biochemical, luminescence; inhibition, % at 11.9 µM; purified T. brucei MetRS, ATP depletion, Kinase-Glo luminescence; AID 624268, 2012; methionyl-tRNA synthetase (Trypanosoma brucei brucei); 360,000 compounds, 0.4% hits;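 active = inhibition above a per-plate cutoff of the control wells' mean inhibition plus 3 SD, cut at about 5.5% in these data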;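 also: 0% = DMSO wells median and 100% = median of wells with control inhibitor compound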
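Material: T. brucei methionyl-tRNA synthetase, purified; reagent: substrates ATP, L-methionine and bulk Escherichia coli tRNA; dosing: 11.9 µM single point; timing: 15 min plus 2 h at 25 °C; detection: luminescence of leftover ATP; evaluation: % inhibition; control set: DMSO-only wells as low control; replicates: singlicate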
STEP inh: STEP phosphatase inhibitors, primary screen, biochemical, fluorescence intensity, uHTS | inhibition, % at 20 µM | recombinant STEP, OMFP fluorogenic substrate | Tyrosine-protein phosphatase non-receptor type 5 (Homo sapiens), P54829 | 360,000 compounds, 0.25% hits;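 active = inhibition at 20 µM, scaled per plate between control wells, above about 37%, limit read from the data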;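 also: 0% = DMSO with enzyme and substrate and 100% = substrate only without enzyme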
Target sequence (P54829 whole entry, looked up): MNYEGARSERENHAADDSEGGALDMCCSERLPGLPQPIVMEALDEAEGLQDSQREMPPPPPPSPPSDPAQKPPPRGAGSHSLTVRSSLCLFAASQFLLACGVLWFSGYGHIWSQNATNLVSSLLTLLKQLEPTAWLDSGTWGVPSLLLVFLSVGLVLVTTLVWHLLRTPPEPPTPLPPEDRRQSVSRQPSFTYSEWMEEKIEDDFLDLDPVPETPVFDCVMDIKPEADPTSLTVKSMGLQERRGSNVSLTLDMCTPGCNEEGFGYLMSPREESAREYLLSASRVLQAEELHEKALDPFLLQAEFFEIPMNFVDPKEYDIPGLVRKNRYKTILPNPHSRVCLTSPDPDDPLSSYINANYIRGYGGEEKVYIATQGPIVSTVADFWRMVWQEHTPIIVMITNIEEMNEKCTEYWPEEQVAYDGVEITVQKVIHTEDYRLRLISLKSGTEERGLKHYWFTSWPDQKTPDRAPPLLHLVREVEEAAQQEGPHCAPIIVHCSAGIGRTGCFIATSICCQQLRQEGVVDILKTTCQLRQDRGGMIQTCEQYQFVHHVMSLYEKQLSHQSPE
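System: isolated STEP enzyme; schedule: 20 min enzyme reaction at room temperature, protected from light; medium: Bis-Tris buffer pH 6.0, 2.5 mM DTT, 0.005% Tween 20; signal: fluorescence, 480/540 nm; dosing: single compound dose of 20 µM, 1% DMSO final; also added: OMFP substrate, 25 µM final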
NadD inh: inhibitors of S. aureus NadD, primary screen, biochemical, colorimetric, uHTS; inhibition, % at 20 µM; 360,000 compounds, 0.78% hits; purified NadD enzyme, colorimetric absorbance read-out; Nicotinate-nucleotide adenylyltransferase NadD (Staphylococcus aureus N315); in the data active = inhibition above about 26%; also: some compounds past the cut are filed as inactive
CSN deneddyl inh: inhibitors of CSN-mediated cullin deneddylation, primary screen, biochemical, fluorescence polarization, uHTS; inhibition, % at 12.5 µM; 360,000 compounds, 0.38% hits; COP9 signalosome complex subunit 5 (Homo sapiens), Q92905; Purified CSN, SCF-Nedd8-OG deneddylation;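 active = pattern-corrected inhibition above about 35%, with an unprinted fluorescence ratio check between 0.5 and 1.5, limit read from the data, passing the limit was not always enough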;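 also: 0% = enzyme with substrate and 100% = substrate without enzyme; some results filed as inactive read as strong as hits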
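Test system: purified human Csn5 enzyme expressed in HEK293T cells. Amount: 0.24 nM enzyme. Reagent: SCFSkp2-Nedd8OG substrate at 10 nM final. Schedule: 90 min incubation of compound, enzyme and substrate at room temperature. Detection: fluorescence polarization. Read-out: % inhibition of substrate cleavage by Csn5.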
DNMT1 inh: human DNMT1 methyltransferase inhibitors, primary screen, biochemical, molecular beacon, fluorescence, HinP1I cleavage, uHTS; AID 588458, 2011; inhibition (reported as % activation of signal), % at 10 µM; 360,000 compounds, 0.83% hits; DNA (cytosine-5)-methyltransferase 1 (Homo sapiens), P26358; in the data active = inhibition above about 50%
MsrA inh: bovine MsrA enzyme inhibitors, primary screen, biochemical, absorbance, HTS; Methionine sulfoxide reductase A (Bos taurus); purified bovine MsrA, absorbance read-out; inhibition, % at 15.5 µM; 360,000 compounds, 0.75% hits; in the data active = inhibition above about 4.5%;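 also: 0% = vehicle wells with enzyme and 100% = reference inhibitor wells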
* = called active by the depositor; i = inactive; · = not tested or not shown; + = active, no number.

SMILES | SUMO1 PPI mod | Scp1 inh | Rpn11 inh | LMPTP block | Tb MetRS inh | STEP inh | NadD inh | CSN deneddyl inh | DNMT1 inh | MsrA inh
Cc1ccc(-c2cnc(SCC(=O)N3CCCc4ccccc43)n2C)cc1 | 2 | 3 | i | 0.2 | -1.2 | 2 | 2 | 5 | 0 | 0.4
COc1ccc(C(=O)NCC(c2ccco2)N2CCCCC2)cc1S(=O)(=O)Nc1ccc(C)cc1 (centres undefined) | 0 | -8 | i | -0.8 | -0.3 | 1 | -2 | 2 | 13 | -0.8
O=C(Nc1nccs1)c1c(O)c2c([nH]c1=O)CCCC2 | -6 | -10 | i | -1.8 | 0.4 | 6 | -3 | -2 | 2 | -0.3
COc1ccc([C@@H]2C=C(C(=O)O)O[C@H](OCCCCO)C2)cc1 | -6 | -9 | i | 2.1 | 0.5 | 3 | 0 | -3 | 3 | 0.2
CCN(CC)C(=O)c1cccc2c1C(=O)c1ccccc1-2 | -22 | -1 | i | -0.5 | -0.2 | -2 | 8 | 2 | 3 | -0.3
O=C1c2ccccc2N(Cc2ccc(Cl)cc2)C2=NCCN12 | 1 | 1 | i | -1.9 | 0.0 | -3 | -1 | 1 | 3 | 0.3
Cc1cc(S(=O)(=O)Nc2ccc(C(=O)NCCCn3ccnc3)cc2)ccc1F | 4 | 0 | i | -0.2 | -0.2 | 0 | -4 | -2 | 1 | 0.9
CC1(C)Cc2c(c(N3CCOCC3)nc3sc(C(=O)Nc4ccc(Cl)cc4)c(N)c23)CO1 | -14 | -5 | i | 2.2 | -0.2 | 1 | 5 | -4 | -9 | 3.6
Cc1ccc(CNC(=O)COC(=O)CCC(=O)c2cccs2)cc1 | 1 | -4 | i | -0.3 | 0.8 | 4 | -4 | 3 | 18 | 1.7
Cc1nn(-c2ccccc2)c(N2CCCC2)c1/C=C1\N=C(c2ccc(F)cc2)OC1=O | -11 | -3 | + | 3.9 | -0.2 | 2 | 7 | 5 | 4 | 0.8
CNc1nc2sc3c(c2c(=O)n1C)CC(C)(C)SC3 | 0 | -3 | i | -2.8 | -0.4 | 0 | -5 | -5 | -1 | -0.2
CCN(CC)CCCn1c2c(c(SCC(=O)Nc3nc(C)cs3)nc1=O)CCC2 | 4 | -6 | i | 0.3 | -0.1 | 0 | -1 | -5 | -2 | 0.1
CCCCCNC(=O)c1cccnc1SCC(=O)Nc1ccccc1OC | 2 | -9 | i | -1.1 | 0.4 | 4 | -2 | 2 | 0 | -0.3
Cn1c(N)c(C(=O)COC(=O)CCC2CCCCC2)c(=O)n(C)c1=O | 4 | -2 | i | 0.5 | -0.7 | 1 | -6 | -6 | 7 | -0.6
O=C(c1ccccc1)N1CCN(C(=O)c2nn3c(C(F)(F)F)cc(-c4ccco4)nc3c2Cl)CC1 | -12 | -8 | i | -1.1 | -0.5 | 0 | 3 | 1 | -2 | 0.3
O=C(Nc1n[nH]c(C2CCCCC2)n1)C1CCCCC1 | 2 | 1 | i | -2.1 | 0.3 | -2 | 1 | 1 | 3 | -0.4
O=C(NCC(c1ccco1)N1CCN(c2ccccc2F)CC1)OCc1ccccc1 (centres undefined) | 0 | -14 | i | -0.6 | -1.4 | 0 | 0 | 0 | -1 | 1.6
CCN(Cc1ccncc1)C(=O)c1cc(COc2c(C)cccc2C)on1 | -2 | -7 | i | 0.0 | -0.1 | -3 | 6 | 6 | -1 | -0.2
O=C1C(=O)N(CCN2CCOCC2)C(c2ccc(Cl)c(Cl)c2)/C1=C(/O)c1ccc2c(c1)OCO2 (centres undefined) | -1 | -5 | i | -0.7 | 0.0 | 3 | 9 | 1 | -2 | 2.2
CC1Cc2ccccc2N1CC(=O)c1c(N)n(Cc2ccccc2)c(=O)n(C)c1=O (centres undefined) | -7 | 2 | i | 1.9 | -0.5 | -3 | 7 | -4 | -11 | 0.7
Cc1ccc2nc(-c3ccncc3)c(NC3CCCCC3)n2c1 | -3 | -9 | i | 0.3 | 0.3 | 2 | 3 | 5 | -2 | -1.1
C[C@H]1CN([C@@H](C)CO)C(=O)c2cc(NS(=O)(=O)c3ccc(Cl)cc3)ccc2O[C@@H]1CN(C)CC1CCCCC1 | 7 | -8 | i | -0.2 | -0.2 | -1 | -1 | -3 | -7 | -0.1
Cc1nc(C(=O)Nc2ccccc2)sc1C(=O)Nc1ccccc1 | -5 | 5 | i | 1.1 | -1.5 | 2 | -2 | -2 | -9 | 1.2
O=C(c1ccco1)N1CCC(c2nc3c(nnn3Cc3ccccc3Cl)c(=O)[nH]2)CC1 | 7 | -8 | i | -0.3 | -0.4 | 2 | 3 | 2 | -1 | 0.3
CCc1c(C)nc2ncnn2c1N1CCC(C(=O)Nc2ccc(C)cc2)CC1 | 6 | 3 | i | 2.0 | -2.1 | -2 | 0 | 7 | 0 | 0.4
CCCCOc1ccc(C(=O)N/C(=C\c2ccc(OC)cc2)C(=O)OCc2ccco2)cc1 | -2 | -10 | i | 5.7 | -0.5 | 16 | -1 | 0 | -1 | 1.7
C=CCNc1cc(N2CCCC2)ccc1[N+](=O)[O-] | -24 | -13 | i | 2.9 | -0.6 | 4 | -2 | 0 | 4 | 0.2
CCOc1cc(/C=N/NC(=O)C(=O)Nc2cc(Cl)ccc2C)ccc1O | -5 | -4 | i | -0.6 | -0.6 | -2 | -2 | 3 | -2 | 1.2
Cc1cc(NC(=O)NN2CCOCC2)nn1-c1c(Cl)cc(Cl)cc1Cl | -1 | 3 | i | -1.5 | -0.3 | -2 | -2 | -2 | 2 | 0.3
CCOc1cc2[nH]c(=O)n(CCC(=O)NCCc3ccc(OC)c(OC)c3)c(=O)c2cc1OCC | 3 | -12 | i | -1.1 | 0.5 | 1 | -4 | 3 | -4 | -0.6
CCOC(=O)N/N=C/c1c(F)cccc1F | -7 | -8 | i | -1.0 | -0.1 | -3 | -7 | -17 | 3 | -0.8
Cc1cc(CCNC=O)c(C)c2c1oc1ccccc12 | 2 | -10 | i | 0.6 | 0.0 | 1 | -1 | 1 | -3 | -1.5
Cc1ccc(S(=O)(=O)c2nc(C(C)(C)C)oc2N2CCOCC2)cc1 | 2 | -6 | i | -2.6 | -1.0 | -3 | -5 | 0 | 7 | -0.3
CC(C)CNC(=O)COC(=O)c1cc(S(=O)(=O)N(C)C)ccc1N1CCCC1 | 1 | 4 | i | 0.3 | 0.5 | 0 | 3 | 1 | 3 | 2.0
CC(=O)c1cccc(CN2CCCCC2C(=O)Nc2ccc(Oc3ccccc3)nc2)c1 (centres undefined) | 4 | -2 | i | 1.4 | 0.0 | 0 | 5 | 3 | -3 | 1.8
CCOC(=O)C1(CCCc2ccccc2)CCN(S(=O)(=O)N(C)C)CC1 | 2 | -11 | i | 2.5 | 1.1 | 2 | -12 | -2 | 2 | 0.5
Cc1c(NC(=O)Nc2c(Cl)cccc2Cl)c(=O)n(-c2ccccc2)n1C | 6 | -8 | i | 0.2 | -0.2 | -1 | -6 | 2 | -2 | 0.3
CCN(CC)C(=O)C1=C(C)N(Cc2ccc(OC)cc2)C(=O)C(CC(=O)NCc2cccc3ccccc23)C1 (centres undefined) | 1 | · | i | 0.3 | -1.1 | 5 | 2 | 2 | 2 | 1.4
CCCc1cc(C(N)=O)c(NC(C)=O)s1 | 1 | -4 | i | -0.2 | 0.1 | 1 | -2 | 3 | 3 | 0.2
N#Cc1ccccc1NC(=O)CSc1nnc(-c2ccncc2)o1 | -1 | -3 | i | -1.1 | 2.9 | 0 | -5 | 1 | 1 | 1.8
COc1ncnc2sc(-c3ccccc3)cc12 | -12 | -4 | i | 1.2 | -1.3 | 3 | -4 | -5 | -2 | 0.3
Cc1ccccc1Oc1nc2ccccn2c(=O)c1/C=C(\C#N)C(=O)Nc1c(C)n(C)n(-c2ccccc2)c1=O | -17 | -10 | i | -2.3 | 0.3 | 0 | 9 | 0 | 3 | 1.5
COc1ccc(C(=O)N=C2SC3CS(=O)(=O)CC3N2c2ccc(N(C)C)cc2)cc1OC (centres undefined) | -39 | -7 | i | -1.6 | -0.3 | 5 | 7 | 4 | 9 | 0.5
O=C(NCc1cc([N+](=O)[O-])ccc1O)c1cccnc1Sc1ccc(Cl)cc1 | -4 | -9 | i | 0.5 | -0.6 | -3 | 5 | 1 | -1 | 0.3
COC(=O)CCSc1nc(N2CCOCC2)c2c(c1C#N)CC(C)(C)OC2 | 1 | -3 | i | 1.6 | -1.5 | 2 | -4 | 4 | -1 | 0.7
CCc1nc2c(OCCOc3ccccc3)cccn2c1N(C)C(=O)C1CC1 | 1 | · | i | -2.5 | -0.1 | 0 | 1 | -1 | 2 | ·
O=C(CSc1nnc(SCc2ccc(Cl)cc2)s1)N1CCOCC1 | 0 | -12 | i | -2.1 | -0.5 | 2 | -6 | 4 | 1 | -0.5

Given field by field: 2 of the compounds above.
CCOc1cc(/C=N/NC(=O)C(=O)Nc2cc(Cl)ccc2C)ccc1O
  SUMO1 PPI mod: -5	Scp1 inh: -4	Rpn11 inh: i	LMPTP block: -0.6	Tb MetRS inh: -0.6	STEP inh: -2	NadD inh: -2	CSN deneddyl inh: 3	DNMT1 inh: -2	MsrA inh: 1.2
Cc1ccc2nc(-c3ccncc3)c(NC3CCCCC3)n2c1
  SUMO1 PPI mod: -3	Scp1 inh: -9	Rpn11 inh: i	LMPTP block: 0.3	Tb MetRS inh: 0.3	STEP inh: 2	NadD inh: 3	CSN deneddyl inh: 5	DNMT1 inh: -2	MsrA inh: -1.1
